PvdQ inh: P. aeruginosa PvdQ acylase inhibitors, primary screen, biochemical, fluorescence, plate reader and imaging, single point; PvdQ acylase [Pseudomonas aeruginosa LESB58]; purified PvdQ acylase; inhibition, % at 10 µM; 0.063% of 340,000 active; AID 488965, 2010; in the data active = inhibition above about 30%, passing the limit was not always enough;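 note: 0% = vehicle neutral wells and 100% = reference inhibitor wells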
SR-BI DiI-HDL act: activators of SR-BI mediated DiI-HDL uptake, primary screen, ldlA[mSR-BI] CHO cells, DiI fluorescence; 3 h; 100 = double the neutral-control signal; activation, % at 12.5 µM; 0.096% of 320,000 active;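 active = mean replicate activation of at least 60% and every replicate at or above 60%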;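 note: 0% = median plate neutral-control signal and 100% = twice that signal; values of inactives mirror those of a sister screen read the other way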
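Test system: SR-BI-overexpressing, LDLR-lacking CHO cells. Measured by: DiI fluorescence, bottom read. Medium: Ham's F12 with 0.5% BSA, HEPES 25 mM, pH 7.4. Timing: 3 h uptake period with compound, 37 °C.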
LANA DNA inh: inhibitors of KSHV C-LANA binding to DNA, primary screen, biochemical, fluorescence polarization, FAM-LBS DNA, MBP-C-LANA, single point. Kaposi's sarcoma herpesvirus LANA C-terminal domain (residues 932-1162) DNA binding. inhibition, % at 9 µM. 0.078% of 340,000 active;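 active = highest replicate inhibition at or above 60% at 9 µM, even if other replicates fall short; inactive = all replicates below 60% inhibition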;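 note: 0% = neutral control wells and 100% = 4 µM acridine orange control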
RTF Ca sens inh: cardiac RTF calcium sensitivity inhibitors, primary screen, biochemical, IANBD-TnC fluorescence, EC70 calcium; Troponin I, cardiac muscle (Homo sapiens) + Troponin T, cardiac muscle (Homo sapiens) + …; IANBD-labeled cardiac RTF, Ca2+ fluorescence; inhibition, % at 7.15 µM; 0.12% of 340,000 active; AID 493244, 2011;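 active = inhibition above the mean inhibition of all tested compounds plus 3 SD, cut at about 17% in these data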;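 note: assay run at fixed EC70 calcium of 1.6 mM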
DAGLB inhibitor: DAGLB lipase inhibitors, primary screen, biochemical, fluorescence, HTS; HEK293T DAGLB membrane lysate, EnzChek fluorogenic substrate; inhibition, % at 5.17 µM; 0.059% of 340,000 active; AID 504411, 2011; Diacylglycerol lipase-beta (Homo sapiens), Q8NCG7; in the data active = inhibition above about 34%;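 note: 0% = enzyme with vehicle and 100% = wells lacking enzyme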
SR-BI HDL uptake: inhibitors of SR-BI mediated HDL lipid uptake, primary screen, ldlA[mSR-BI] cells, fluorescence, single point | inhibition, % at 12.5 µM | 0.96% of 320,000 active | ldlA[mSR-BI] CHO cells, DiI-HDL uptake fluorescence, 3 h | AID 488896, 2010 | Scavenger receptor class B member 1 (Mus musculus), Q61009;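 active = mean replicate inhibition of at least 70% and a set share of replicates each scoring 70 or more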;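 note: 0% = median of neutral control wells and 100% = median of positive control wells; values of inactives mirror those of a sister screen read the other way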
Target sequence (Q61009 whole entry, looked up): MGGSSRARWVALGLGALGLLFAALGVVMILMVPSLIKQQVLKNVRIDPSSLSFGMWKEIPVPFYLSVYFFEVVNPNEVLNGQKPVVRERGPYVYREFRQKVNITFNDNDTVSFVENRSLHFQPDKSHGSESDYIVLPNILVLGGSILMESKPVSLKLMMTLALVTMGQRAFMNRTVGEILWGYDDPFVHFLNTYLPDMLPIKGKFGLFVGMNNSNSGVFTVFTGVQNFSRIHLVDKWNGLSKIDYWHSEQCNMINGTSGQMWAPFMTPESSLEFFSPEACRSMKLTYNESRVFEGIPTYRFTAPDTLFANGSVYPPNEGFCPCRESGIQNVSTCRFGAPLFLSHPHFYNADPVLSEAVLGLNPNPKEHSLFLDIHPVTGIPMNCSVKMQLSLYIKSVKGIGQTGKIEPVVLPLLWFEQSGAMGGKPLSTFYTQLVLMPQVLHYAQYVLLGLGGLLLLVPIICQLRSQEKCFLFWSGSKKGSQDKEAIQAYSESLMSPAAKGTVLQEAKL
PKA-R2B activ: activators of PKA-R2B holoenzyme, primary screen, biochemical, fluorescence polarization, Cy5-IP20, human | cAMP-dependent protein kinase catalytic subunit beta (Homo sapiens) + cAMP-dependent … | PKA-R2B holoenzyme dissociation; R2B truncated from residue 108, S112A mutant; 0% DMSO only, 100% 113 µM cGMP | activation, % at 11.4 µM | 0.079% of 340,000 active | AID 504700, 2011;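 active = activation above a cutoff set at the mean over all compounds plus 3 SD, cut at about 18% in these data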;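 note: higher means more holoenzyme dissociation and a rise in polarization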
Target sequence (P31323 whole entry, looked up, other chains not shown, the tested form may be a part): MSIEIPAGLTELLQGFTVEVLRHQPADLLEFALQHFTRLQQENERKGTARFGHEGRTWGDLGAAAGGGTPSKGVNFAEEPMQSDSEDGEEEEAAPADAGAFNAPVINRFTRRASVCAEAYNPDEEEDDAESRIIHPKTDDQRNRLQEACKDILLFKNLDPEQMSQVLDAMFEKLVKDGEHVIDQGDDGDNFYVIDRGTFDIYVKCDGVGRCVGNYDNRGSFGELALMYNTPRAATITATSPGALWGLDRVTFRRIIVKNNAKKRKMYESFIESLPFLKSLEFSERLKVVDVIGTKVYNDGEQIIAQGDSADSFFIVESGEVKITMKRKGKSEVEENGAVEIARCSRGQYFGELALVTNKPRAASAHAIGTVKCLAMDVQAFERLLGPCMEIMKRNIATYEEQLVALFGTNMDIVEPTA
Keap1 Nrf2 FP: Keap1-Nrf2 protein-protein interaction inhibitors, primary screen, biochemical, fluorescence polarization, single point. Kelch-like ECH-associated protein 1 (Homo sapiens), Q14145. inhibition, % at 9.4 µM. 0.15% of 340,000 active. Keap1 Kelch-Nrf2 peptide fluorescence polarization, 1536-well; in the data active = inhibition above about 12%;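 note: human Keap1 Kelch domain with fluorescein labeled Nrf2 9mer peptide probe; 0% = neutral control wells and 100% = peptide positive control; higher means more block of Keap1 binding to Nrf2 peptide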
NSD2 inh: NSD2 histone methyltransferase inhibitors, primary screen, biochemical, AlphaScreen, single concentration, set 2. NSD2 peptide methylation, 120 min. AID 743445, 2014. Histone-lysine N-methyltransferase NSD2 (Homo sapiens), O96028. 0.54% of 310,000 active. inhibition, % at 12.5 µM; in the data active = inhibition above about 50%
Arrestin-AP2 inh: inhibitors of beta-arrestin/AP2 binding, primary screen, biochemical, GPCR trafficking, flow cytometry; beta-arrestin 1 C-terminal peptide binding to AP2 beta2-adaptin appendage (human); FITC-arrestin peptide / GST-AP2 beads; AP2 beta2 appendage carries R879A mutation; inhibition, % at 10 µM; 0.31% of 340,000 active; AID 504490, 2011;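 active = inhibition above a set limit, near 3 SD of compounds lacking own fluorescence, cut at about 54% in these data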;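 note: plate controls were DMSO wells for no effect and 5 µM unlabelled arrestin peptide for full effect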
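test system = AP2 appendage R879A on GSH beads | buffer or medium = PBS plus Tween 20 (0.05%) and BSA (0.1%) | incubation = 12 min plus 1 h, RT | detection = bead flow cytometry, FITC channel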
Active calls of the source: *; x = not tested or not shown.

SMILES | PvdQ inh | SR-BI DiI-HDL act | LANA DNA inh | RTF Ca sens inh | DAGLB inhibitor | SR-BI HDL uptake | PKA-R2B activ | Keap1 Nrf2 FP | NSD2 inh | Arrestin-AP2 inh
Cc1nc(-c2ccccc2)nc(-c2ccccc2)n1 | 6 | -8 | -0.3 | -10 | -8 | 8 | 6 | 1 | x | 53
COc1ccc(NC(=O)CNC(=O)c2ccc([N+](=O)[O-])cc2)cc1 | -14 | 6 | 0.4 | 1 | 5 | -6 | 5 | -1 | -1 | 10
O=C(NCC(c1ccco1)N1CCN(c2ccc(F)cc2)CC1)C1CCCCC1 (configuration not stated) | -5 | 21 | 0.3 | -16 | -4 | -21 | -7 | -1 | 5 | -15
Cc1cc(C)n(/N=C/c2cc(Cl)cc(Cl)c2O)c(=O)c1 | -1 | 9 | 1.8 | 8 | 9 | -9 | -12 | 5 | 0 | 4
Cc1[nH]c2ccc(C(=O)NCCCN3CCCCC3)cc2c1C | -15 | x | -1.9 | -2 | 0 | x | 3 | -2 | 8 | -4
CCOC(=O)/C(C#N)=N/Nc1ccccc1C(=O)O | -8 | 11 | 0.1 | 8 | 2 | -11 | 3 | -6 | -2 | -10
C=Cc1ccc(Cn2nc(-c3ccccc3)ccc2=O)cc1 | -11 | -7 | -0.3 | -5 | -3 | 7 | 1 | -2 | -4 | 17
CN(C(=O)c1cccc(NC(=O)Cc2ccc(NC(=O)C3CCN(C(=O)C4CCCC4)CC3)cc2)c1)C1CCCCC1 | -14 | -46 | 0.1 | -5 | -2 | 46 | 3 | -11 | x | 4
CCOC(=O)c1ccc(NC(=O)C2C3CCCCC32)cc1 (configuration not stated) | -1 | 13 | -1.3 | 0 | -13 | -13 | -2 | 2 | 2 | 19
CCN1CCN(c2ccc(NC(=O)c3cccc(S(=O)(=O)N4CCCC4)c3)cc2)CC1 | 0 | 22 | -0.3 | -4 | 1 | -22 | 2 | -2 | 9 | 4

Single records, from the list above. Screens in order: PvdQ inh | SR-BI DiI-HDL act | LANA DNA inh | RTF Ca sens inh | DAGLB inhibitor | SR-BI HDL uptake | PKA-R2B activ | Keap1 Nrf2 FP | NSD2 inh | Arrestin-AP2 inh
`Cc1nc(-c2ccccc2)nc(-c2ccccc2)n1` as listed: 6 | -8 | -0.3 | -10 | -8 | 8 | 6 | 1 | x | 53
`C=Cc1ccc(Cn2nc(-c3ccccc3)ccc2=O)cc1` as listed: -11 | -7 | -0.3 | -5 | -3 | 7 | 1 | -2 | -4 | 17
`CCN1CCN(c2ccc(NC(=O)c3cccc(S(=O)(=O)N4CCCC4)c3)cc2)CC1` as listed: 0 | 22 | -0.3 | -4 | 1 | -22 | 2 | -2 | 9 | 4

(continued)
SMILES | PvdQ inh | SR-BI DiI-HDL act | LANA DNA inh | RTF Ca sens inh | DAGLB inhibitor | SR-BI HDL uptake | PKA-R2B activ | Keap1 Nrf2 FP | NSD2 inh | Arrestin-AP2 inh
CCOC(=O)c1sc(NC(=O)CSc2nc3cccnc3n2C)nc1C | -4 | -7 | 0.3 | -1 | -4 | 7 | -4 | 3 | 0 | 7
CCCn1c2ccccc2c2cnn(CC(=O)NCCOC)c(=O)c21 | -6 | 12 | 0.6 | -4 | 1 | -12 | 1 | -5 | 21 | -14
O=C(c1ccc(NS(=O)(=O)c2ccccc2)cc1)N1CCN(Cc2ccc3c(c2)OCO3)CC1 | 1 | -17 | -0.4 | -5 | -2 | 17 | 6 | -2 | 1 | 25
CCOC(=O)N/C(N)=N/c1nc2ccccc2s1 | 0 | 5 | 1.8 | 0 | -10 | -5 | 0 | -3 | -1 | 6
CCOC(=O)c1c(C)[nH]c(C(=O)COC(=O)CNC(=O)c2ccc(Br)cc2)c1C | 1 | 16 | 0.2 | -29 | -3 | -16 | 2 | -2 | -1 | 5
N#Cc1cc2c(nc1SCC(=O)NCc1ccc3c(c1)OCO3)CCCCC2 | -4 | -9 | -0.5 | -2 | -4 | 9 | -5 | -5 | 0 | -13
CC(OC(=O)C1CCC(=O)N1)C(=O)Nc1cc(Cl)cc(Cl)c1 (configuration not stated) | 3 | 9 | -1.7 | -11 | 1 | -9 | -12 | 1 | -4 | 5
Cc1c(NCc2ccccc2O)c(=O)n(-c2ccccc2)n1C | -11 | x | 0.4 | -11 | -1 | x | 7 | 0 | -1 | -12
COc1ccc(CCN(C)C2CCCN(C(=O)CCC(F)(F)F)C2)cc1OC (configuration not stated) | -18 | -8 | 0.4 | -4 | -8 | 8 | 4 | -2 | 2 | -5
NC(=O)CC(NC(=O)c1ccc(Br)cc1)c1ccc(NCc2ccc(F)c(F)c2)c([N+](=O)[O-])c1 (configuration not stated) | 5 | 10 | -0.1 | -12 | 10 | -10 | 5 | 0 | x | 15
Cn1c(N)c(C(=O)CSc2nc(N)cc(=O)[nH]2)c(=O)n(C)c1=O | -11 | 22 | -0.5 | -6 | 1 | -22 | 5 | -7 | 0 | -1
O=C(O)c1nn(CC(=O)N2CCC(Cc3ccccc3)CC2)c(=O)c2ccccc12 | -9 | x | -0.1 | -14 | 0 | x | -5 | -2 | -2 | -4
COc1ccc(CNC(=O)CSc2nnc3c(n2)[nH]c2ccc(C)cc23)cc1 | -2 | x | 0.2 | -29 | 1 | x | -1 | -2 | -4 | 26
COc1ccc(/C=C/C(=O)NCCC(=O)N2CCCN(C)CC2)cc1 | -7 | x | -0.5 | -10 | 0 | x | 3 | -1 | -4 | -5
Cc1nnc2c3ccccc3c(-c3cccc4ccccc34)nn12 | -1 | 4 | -0.5 | -2 | 4 | -4 | 7 | 3 | -2 | 3
CC1(C)CC(NC(=O)C2CCC(=O)N(Cc3ccccc3F)C2)CC(C)(C)C1 (configuration not stated) | -19 | -3 | -0.4 | 0 | 2 | 3 | 1 | -2 | -2 | -1
Oc1cc2ccccc2cc1-c1n[nH]c(=S)o1 | -17 | -3 | 1.1 | -7 | 20 | 3 | 3 | -2 | x | 1
O=C(CCNC(=O)C1CCN(S(=O)(=O)c2ccccc2)CC1)NCc1ccc(Cl)cc1Cl | -1 | 44 | 0.6 | 2 | -1 | -44 | -8 | -1 | -2 | 17
Cc1cccc(NC(=S)NCCc2c[nH]c3ccccc23)c1 | 3 | -34 | 1.9 | 6 | 2 | 34 | 0 | -4 | 3 | 0
CC(C)(C)SCCNC(=O)c1ccc(CN2CCc3ccccc3C2)cc1 | -10 | -4 | 1.1 | -2 | -3 | 4 | 4 | -7 | 0 | 3
COc1cc2c(cc1NC(=O)c1ccc(C(C)(C)C)cc1)CCCC2 | -7 | -36 | -0.1 | -4 | -19 | 36 | -7 | -4 | x | 1
CNC(=S)NNC(=O)c1sccc1OCc1ccccc1 | -6 | 25 | -1.1 | -4 | -2 | -25 | 4 | 0 | -3 | 4
CCCCCCC(C)n1cc(C(C)=O)c(=O)[nH]c1=O (configuration not stated) | -9 | 9 | -0.8 | -20 | 3 | -9 | 12 | -6 | -2 | -2
Cc1ccc(S(=O)(=O)c2nc(Nc3ccccc3)sc2Cl)cc1 | -11 | -13 | -0.6 | 5 | -2 | 13 | -22 | -4 | 0 | 0
C[C@@H](C(=O)NCCc1ccccc1F)N1C(=O)N2CCc3c([nH]c4ccccc34)[C@@]2(C)C1=O | -10 | -30 | -1.6 | -6 | -1 | 30 | 2 | -2 | x | -1
Cc1ccc(NC(=O)CSc2nc(=O)n3cc(C)ccc3n2)c(C)c1 | -17 | -16 | 0.7 | -23 | -1 | 16 | -13 | -2 | -1 | 3
COc1cccc(-c2noc(C3CCCN(C(=O)c4ccc(F)cc4)C3)n2)c1 (configuration not stated) | 17 | -6 | -1.8 | 0 | -6 | 6 | -9 | -3 | -3 | 8
CC(C)C(c1nnnn1Cc1ccc2c(c1)OCO2)N1CCN(c2ccccc2)CC1 (configuration not stated) | -10 | -15 | 0.3 | -10 | -3 | 15 | -8 | 2 | -5 | -11
COc1ccccc1NS(=O)(=O)c1ccc(NN=C2CCCCC2)c([N+](=O)[O-])c1 | 7 | -4 | 0.1 | 4 | 14 | 4 | -1 | -2 | 0 | -10
COC(=O)C1C/C(=N\NS(=O)(=O)c2ccc(C)cc2)c2ccsc2C1 (configuration not stated) | -3 | 17 | -0.2 | -11 | 1 | -17 | -5 | -2 | 33 | 18
COCCN1C=C(C(=O)OC)C(c2ccccc2Cl)C(C(=O)OC)=C1 | -6 | x | -0.5 | -4 | -7 | x | 1 | 1 | -3 | 9
O=c1[nH]c(=O)c2cc([N+](=O)[O-])cc([N+](=O)[O-])c2[nH]1 | -1 | 30 | -0.4 | -3 | 3 | -30 | -2 | -5 | 1 | 9
COc1ccc(NS(=O)(=O)c2cccc(C(=O)NCCCn3ccnc3)c2)cc1 | -5 | 5 | 1.7 | -4 | 2 | -5 | 2 | 1 | 0 | 24
O=C(CCCNS(=O)(=O)c1cccc2nsnc12)N1CCCCC1 | -4 | 43 | 2.3 | 5 | -1 | -43 | -1 | -1 | -4 | 20
Cc1cccc(N2CCN(C(=O)c3ccc(N4CCCC4=O)cc3)CC2C)c1 (configuration not stated) | -10 | -22 | 0.1 | 1 | 1 | 22 | -7 | -4 | 1 | 3
O=C(c1ccc(Cl)cc1)c1cc(-c2ccccn2)c(N2CCOCC2)s1 | -2 | -9 | 2.7 | -9 | 1 | 9 | -5 | 0 | -20 | 5
Cc1nc2ccccc2n1CC(=O)N/N=C/c1cccnc1 | -5 | 26 | 0.5 | -8 | -3 | -26 | 1 | -6 | -1 | -3
Cc1cc(C(=O)Nc2ccc3c(c2)CCC3)c2ccccc2n1 | -18 | -38 | 0.2 | -10 | -2 | 38 | 2 | -2 | -3 | -2
CCN(CC)c1nc2ccccc2[nH]1 | -15 | 14 | -2.8 | -6 | -1 | -14 | 4 | 0 | -3 | -3
CCOc1ccc(-c2csc3nc[nH]c(=O)c23)cc1 | 4 | -17 | -1.3 | 0 | 2 | 17 | 17 | -2 | -1 | 12
COc1ccc(C2CC(c3cccs3)=NN2c2ccccc2)cc1 (configuration not stated) | -5 | -14 | -0.8 | -1 | -7 | 14 | -7 | -1 | -11 | -12
CCN(CC)CCCNc1oc(-c2ccccc2[N+](=O)[O-])nc1C#N | -14 | 18 | 1.2 | -5 | 2 | -18 | 3 | -2 | 23 | -10

Screens: PubChem BioAssay, several laboratories
